# GPR35 arrestin U2OS – GPR35 antagonists blocking zaprinast-driven arrestin recruitment, primary screen, imaging, U2OS, beta-arrestin-GFP, zaprinast agonist (AID 2058). G-protein coupled receptor 35 (Homo sapiens). inhibition, % at 10 µM, or IC50 in µM where a hit was titrated. U2OS GPR35 beta-arrestin-GFP translocation imaging, zaprinast antagonism; higher % means a stronger effect. hit rate 0.052% among 290,000;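 active means inhibition of at least 50% with at least 30 cells and total cytoplasm GFP at most 10,000,000; inconclusive means under 30 cells or total GFP of 10,000,000 plus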
# West Nile virus CPE – West Nile virus antiviral activity, cell-based, CPE readout (AID 1621) | CPE inhibition, % at 10 µM, or IC50 in µM where a hit was titrated | West Nile virus-infected cells, CPE inhibition; higher % means a stronger effect | hit rate 0.02% among 290,000; in the data active means a potency from the dose series; inconclusive means CPE inhibition mostly from about 3.7% at the one dose, without a potency; inactive means the rest, 99 in 100 with CPE inhibition below about 2.2%; further: strong numbers were not always called active
# NS5 inhibitors – Dengue-2 NS5 methyltransferase inhibitors, primary screen, biochemical, confirmation dose response (AID 588689); Genome polyprotein (Dengue virus type 2 (strain 16681-PDK53)); Dengue-2 NS5 methyltransferase capping enzyme assay, biochemical; higher % means a stronger effect; one-dose inhibition, % at 25 µM; IC50 in µM for titrated hits; hit rate 0.3% among 340,000; in the data active means a potency from the dose series; inconclusive means inhibition above about 29% without an active follow-up result
# Large T inhibition – SV40 large T antigen inhibitors, biochemical (AID 1903) | SV40 large T antigen ATPase/helicase inhibition assay; higher % means a stronger effect | inhibition, % at 20 µM; hits with a dose series show IC50 in µM | hit rate 0.39% among 310,000; in the data active means a potency from the dose series; inconclusive means inhibition mostly from about 32% at the one dose, without a potency; inactive means the rest, 99 in 100 with inhibition below about 32%; further: strong numbers were not always called active
# RSV CPE inhibition – RSV antiviral activity via CPE protection, HEp-2 cells, primary 10 µM value included (AID 2391). CPE inhibition, % at 10 µM; hits with a dose series show IC50 in µM. HEp-2 cells, RSV-induced CPE inhibition; higher % means a stronger effect. hit rate 0.13% among 310,000; in the data active means a potency from the dose series; inconclusive means CPE inhibition mostly from about 23% at the one dose, without a potency; inactive means the rest, 99 in 100 with CPE inhibition below about 21%; further: strong numbers were not always called active
# CSM14.1 death rescue – rescue of cells from ER stress-induced death, primary screen, 384-well, CSM14.1, thapsigargin, ATP luminescence (AID 1222); CSM14.1 thapsigargin-induced death rescue, ATP luminescence; higher % means a stronger effect; one-dose cellular ATP content (survival), % at 20 µM; EC50 in µM for titrated hits; 190,000 tested, under 10 active;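 active means EC50 below 50 µM in the dose-response confirmation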;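 further: death triggered by thapsigargin at about 15 µM added after 2 h compound pretreatment; cell ATP read after overnight thapsigargin exposure of roughly 18 to 22 hours; normalized against plate controls of thapsigargin alone and 5% DMSO vehicle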
# Rac1 GTP hydrolysis – MgcRacGAP GTPase-activating activity inhibitors, confirmation, biochemical, ADP Hunter fluorescence. MgcRacGAP-stimulated Rac1 GTP hydrolysis, ADP Hunter fluorescence; higher % means a stronger effect; GST-tagged Rac1 F28L mutant substrate. inhibition, % at 30 µM; hits with a dose series show IC50 in µM. hit rate 0.6% among 340,000;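 active means first-screen hits whose inhibition reached a set limit at any dose in the follow-up dose series; inconclusive means inhibition above the set first-screen limit but never retested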;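 further: fluorescence reports GDP produced by GAP-driven GTP hydrolysis; strong numbers were not always called active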
# LYP phosphatase – inhibitors of LYP phosphatase, biochemical, fluorescence intensity, uHTS (AID 1779); Tyrosine-protein phosphatase non-receptor type 22 (Homo sapiens); recombinant LYP phosphatase, fluorescence intensity; higher % means a stronger effect; inhibition, % at 11.5 µM, or IC50 in µM where a hit was titrated; hit rate 0.054% among 290,000; in the data active means inhibition above about 50%;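 further: plate controls were vehicle with enzyme for no effect and no enzyme for full effect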
# PhoP inhibition – inhibitors of PhoP regulon expression, primary screen, Salmonella Typhimurium, GFP reporter (AID 1863); S. Typhimurium PhoP-regulated promoter GFP reporter, 4 h; higher % means a stronger effect; hit rate 0.16% among 300,000; one-dose inhibition, % at 50 µM; IC50 in µM for titrated hits;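 active means inhibition over 29.93%, a cutoff 3 SD above the screen mean, later confirmed by dose response; inconclusive means inhibition over 29.93% but no dose response follow-up; inactive means inhibition at most 29.93% or unconfirmed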;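 further: 0% = low Mg2+ inducing control and 100% = high Mg2+ repressing control; strong numbers were not always called active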
# NS5 inhibitors pilot replicate – recorded beside NS5 inhibitors, whose call it bears; inhibition, %; measured here: pilot screen replicate inhibition
# * marks the source's active call; other numbers are inactive results; ? = inconclusive; nt = not tested or not shown.
SMILES,GPR35 arrestin U2OS,West Nile virus CPE,NS5 inhibitors,Large T inhibition,RSV CPE inhibition,CSM14.1 death rescue,Rac1 GTP hydrolysis,LYP phosphatase,PhoP inhibition,others
O=C1CNC(=S)N1CCCn1ccnc1,-6%,0.2%,-3%,14%,0.0%,nt,-4%,-6%,-9%,
CCn1c(SCC(N)=O)nc2c1c(=O)n(C)c(=O)n2C,4%,-0.4%,-2%,2%,1.8%,nt,1%,-2%,-4%,
COc1ccccc1NC(=O)NCCN1CCCCC1,-1%,-0.2%,nt,6%,-0.3%,nt,4%,-13%,-8%,
C#CCOCCOCCOCCNc1nc(N2CCN(C(=O)[C@H]([C@@H](C)CC)n3cc(CCCCN)nn3)CC2)nc(N2CCN(C(=O)[C@H](CCCCN)n3cc(CC(C)O)nn3)CC2)n1 (some centres undefined),nt,nt,0%,5%,0.6%,nt,5%,nt,nt,
CCOC(=O)C1CCN(C(=O)CCN2C(=O)C3C4C=CC(C4)C3C2=O)CC1 (centres undefined),-13%,-0.7%,-4%,4%,2.2%,7.1%,6%,-4%,-4%,
N#Cc1ccc(OCc2nnc(SCC(=O)N3CCCc4ccccc43)n2-c2ccccc2)cc1,14%,-1.0%,-6%,5%,?,1.6%,3%,-7%,0%,
O=C(Nc1ccccc1N1CCOCC1)c1ccc(Br)o1,-5%,1.9%,-7%,-1%,1.6%,0.5%,-4%,-7%,5%,NS5 inhibitors pilot replicate=-6.1
O=C(O)[C@H](Cc1ccccc1)NC(=O)N1CCC(Cc2ccccc2)CC1,7%,-0.3%,-13%,23%,-0.7%,nt,-1%,-3%,nt,
COc1cc(S(=O)(=O)N2CCCCC2)ccc1NC(=O)c1ccc(F)cc1,11%,-0.3%,-1%,13%,-1.4%,-1.0%,9%,-8%,5%,
COc1ccc(CNC(=O)C(C)OC(=O)c2cccn2C)cc1 (centres undefined),-15%,-0.5%,-1%,14%,1.7%,-0.1%,8%,-4%,3%,
COc1ccc(NC(=O)C2CCCN(S(=O)(=O)c3cccc4nonc34)C2)cc1OC (centres undefined),5%,-0.6%,nt,6%,-1.3%,0.9%,5%,-4%,-5%,
COCCNC(=O)COc1coc(CN2CCN(Cc3ccccc3)CC2)cc1=O,14%,0.0%,-5%,4%,1.0%,nt,-3%,-7%,6%,
CC(=O)c1ccc(NC(=O)COc2ccccc2C(=O)Nc2ccc(C)cn2)cc1,0%,0.3%,2%,9%,3.2%,-0.4%,9%,-7%,2%,
CC(=O)Nc1ccc(S(=O)(=O)N(C)CCOCc2ccccc2)cc1,9%,0.8%,-11%,5%,5.5%,0.2%,8%,-5%,-4%,
COc1ccccc1/C=C/c1nc2ccccc2c(=O)o1,nt,0.4%,6%,5%,3.1%,nt,6%,nt,-5%,
O=C(CCCn1c(=O)[nH]c2ccsc2c1=O)Nc1ccc(F)cc1,7%,-0.3%,-1%,11%,-0.2%,-1.0%,10%,-4%,-8%,
C[C@@H]1O[C@@H](Oc2c(-c3cc(O)c(O)c(O)c3)oc3cc(O)cc(O)c3c2=O)[C@H](O)[C@H](O)[C@H]1O,2%,0.2%,3%,?,1.5%,-0.1%,-59%,-1%,2%,
C=CCOCCN1C(=O)C2C(c3ccccc3)C=CC(c3ccccc3)C2C1=O (centres undefined),14%,-0.3%,-4%,17%,1.5%,1.0%,3%,-6%,5%,
Cc1ccc2nsnc2c1S(=O)(=O)Nc1ccccc1C(=O)O,4%,0.3%,0%,10%,0.9%,nt,8%,-6%,0%,
Cc1cc(C)c2nc(N3CCC(C(=O)NCCN4CCOCC4)CC3)sc2c1,-1%,0.1%,-3%,nt,-3.6%,nt,-40%,-12%,3%,
O=C(Nc1ccc(Cl)c(S(=O)(=O)Nc2ccccc2Cl)c1)c1cccs1,6%,-0.4%,-3%,6%,6.4%,14%,1%,0%,-8%,
CCCCn1nc(NC(=O)c2cccs2)c2cc3cc(OC)ccc3nc21,2%,0.8%,-1%,0%,2.1%,-2.4%,11%,6%,9%,
CC(=O)C(=Cc1ccc(C(=O)O)cc1)C(C)=O,26%,0.0%,-5%,0%,1.8%,nt,1%,-5%,-4%,
COc1ccc(CNC(=O)C(C)c2ccc([N+](=O)[O-])cc2)cc1 (centres undefined),4%,-0.2%,-4%,19%,0.3%,-0.3%,7%,-8%,-10%,
O=C(CCCN1C(=O)CCC1=O)Nc1ccccc1F,2%,1.0%,-2%,13%,-1.4%,-0.9%,10%,-4%,-7%,

# Molecules shown so far that have an aryl thioether with sulfur outside any ring (two):
SMILES,GPR35 arrestin U2OS,West Nile virus CPE,NS5 inhibitors,Large T inhibition,RSV CPE inhibition,CSM14.1 death rescue,Rac1 GTP hydrolysis,LYP phosphatase,PhoP inhibition,others
CCn1c(SCC(N)=O)nc2c1c(=O)n(C)c(=O)n2C,4%,-0.4%,-2%,2%,1.8%,nt,1%,-2%,-4%,
N#Cc1ccc(OCc2nnc(SCC(=O)N3CCCc4ccccc43)n2-c2ccccc2)cc1,14%,-1.0%,-6%,5%,?,1.6%,3%,-7%,0%,

# The listing picks up; the two compounds before the break are reprinted first.
SMILES,GPR35 arrestin U2OS,West Nile virus CPE,NS5 inhibitors,Large T inhibition,RSV CPE inhibition,CSM14.1 death rescue,Rac1 GTP hydrolysis,LYP phosphatase,PhoP inhibition,others
COc1ccc(CNC(=O)C(C)c2ccc([N+](=O)[O-])cc2)cc1 (centres undefined),4%,-0.2%,-4%,19%,0.3%,-0.3%,7%,-8%,-10%,
O=C(CCCN1C(=O)CCC1=O)Nc1ccccc1F,2%,1.0%,-2%,13%,-1.4%,-0.9%,10%,-4%,-7%,
CCOc1ccc(NC(=O)c2cnc3scc(C)n3c2=O)cc1,-12%,-0.2%,-2%,nt,0.3%,-2.0%,6%,3%,nt,
O=S(=O)(NCC1CCCO1)c1ccc(Br)s1 (centres undefined),-6%,0.3%,-4%,-3%,1.2%,-2.8%,5%,-7%,12%,
C=CCn1c(N(C)C)nc2c1c(=O)[nH]c(=O)n2C,-14%,0.1%,-6%,nt,-0.3%,nt,6%,-5%,1%,
Cc1sc(NC(=O)CN(CCc2ccccc2)C(=O)C2CC2)c(C(N)=O)c1C,9%,-2.3%,-6%,0%,3.5%,0.3%,6%,-5%,-3%,
Cc1ccc(-n2c(O)c(C=Nc3ccccc3-c3n[nH]c(=S)[nH]c3=O)c3ccccc3c2=O)c(C)c1,-20%,1.2%,28%,30%,?,1.8%,21%,8%,2%,
Cc1ccc(C(=O)Nc2ccnc(-c3ccncc3)n2)cc1,-21%,-0.2%,6%,10%,1.5%,1.0%,15%,-7%,-12%,
O=C(NCCN1CCOCC1)c1ccccc1Oc1ccccc1,-12%,0.0%,-5%,-5%,-0.3%,-1.8%,0%,-8%,13%,
Cc1ccc(OCCC(=O)NCCc2ccc(S(N)(=O)=O)cc2)cc1,22%,-0.8%,-1%,6%,1.9%,0.0%,2%,-1%,-4%,
CC[N+](C)(C)c1cccc(O)c1,-16%,-0.1%,-4%,9%,-0.8%,15%,5%,0%,0%,
Cc1[nH]c2nc3ccccc3n2c(=O)c1CCC(C)C,13%,-0.7%,2%,12%,0.9%,nt,3%,-9%,-6%,
CCN(CC)CCCN(Cc1cc2cc3c(cc2[nH]c1=O)OCO3)C(=S)NC,-3%,-0.5%,-1%,8%,1.6%,nt,8%,-11%,-1%,NS5 inhibitors pilot replicate=-7.9
CO[C@@H]1O[C@@H]2COC(c3ccccc3)O[C@@H]2[C@@H](OC)[C@@H]1O (some centres undefined),-4%,-0.2%,9%,88%,1.5%,-3.5%,-14%,-8%,3%,
COc1ccc(CCC(=O)N(C)CC(=O)Nc2ccc(N3CCOCC3)cc2)cc1,-6%,-0.4%,-8%,16%,1.5%,0.0%,18%,-5%,-1%,
Cc1cc(O)cc(O)c1C(=O)Cc1cscn1,2%,0.0%,3%,11%,0.2%,-2.3%,7%,-11%,8%,
O=C(CN1CCCc2ccccc21)NC(=O)NC1CCCCC1,-8%,-0.4%,-7%,10%,0.6%,-1.3%,2%,-1%,-8%,
O=C(CSCc1ccccc1Br)N/N=C/c1ccc(OCC(=O)N2CCCCC2)cc1,-10%,-0.7%,1%,-4%,19%,5.6%,5%,-2%,0%,
C/C(N)=C(/C#N)C(=O)COC(=O)c1ccc(O)cc1,4%,0.4%,0%,-1%,1.4%,-2.5%,-15%,-9%,-19%,
Cc1nn(Cc2nnc(SCC(=O)Nc3ccc(Cl)cc3)n2C)c(C)c1[N+](=O)[O-],0%,0.1%,nt,9%,nt,nt,nt,-8%,-1%,
BrC(=C\c1ccccc1)/C=N/Nc1nc(N2CCOCC2)nc(N2CCOCC2)n1,9%,-0.7%,2%,5%,8.0%,0.0%,5%,3%,7%,
Cn1c(Sc2ccc(C(=O)O)cc2[N+](=O)[O-])nnc1-c1ccccc1,-18%,0.6%,-9%,10%,-0.1%,3.0%,-7%,-1%,-1%,
Cc1ccc(-c2csc3nc4c5ccccc5c(NCCCN5CCOCC5)nn4c(=O)c23)cc1,1%,-1.8%,nt,7%,-1.8%,-1.5%,nt,-23%,3%,
CS(=O)(=O)Nc1ccccc1C(=O)N1CCOCC1,1%,0.1%,-9%,7%,1.0%,-1.2%,2%,-8%,1%,
COc1ccc(OCC(=O)NC(=S)N2CCCc3ccccc32)cc1,-2%,-0.3%,-1%,3%,6.0%,-2.2%,16%,-6%,3%,

# Structures shown so far with a Cl atom (two):
SMILES,GPR35 arrestin U2OS,West Nile virus CPE,NS5 inhibitors,Large T inhibition,RSV CPE inhibition,CSM14.1 death rescue,Rac1 GTP hydrolysis,LYP phosphatase,PhoP inhibition,others
O=C(Nc1ccc(Cl)c(S(=O)(=O)Nc2ccccc2Cl)c1)c1cccs1,6%,-0.4%,-3%,6%,6.4%,14%,1%,0%,-8%,
Cc1nn(Cc2nnc(SCC(=O)Nc3ccc(Cl)cc3)n2C)c(C)c1[N+](=O)[O-],0%,0.1%,nt,9%,nt,nt,nt,-8%,-1%,

# Screens (PubChem)
